mIDH1 inhibitor: human IDH1 R132H inhibition | 390,000 tested, 0.093% active | O75874 | Potency, µM (titrated, usually from 76.6 µM), without a hit: at the top dose activity change, negative = inhibition, most hits filed as inhibitors | IDH1-R132H enzyme, NADPH consumption, diaphorase/resazurin fluorescence; note: potency is the fitted concentration of half-maximal effect; % is set by controls: 0 for no effect and ±100 for the full control effect; nearly all actives have a fitted effect of over 65% in size
Target sequence (O75874 whole entry R132H, stated change not applied): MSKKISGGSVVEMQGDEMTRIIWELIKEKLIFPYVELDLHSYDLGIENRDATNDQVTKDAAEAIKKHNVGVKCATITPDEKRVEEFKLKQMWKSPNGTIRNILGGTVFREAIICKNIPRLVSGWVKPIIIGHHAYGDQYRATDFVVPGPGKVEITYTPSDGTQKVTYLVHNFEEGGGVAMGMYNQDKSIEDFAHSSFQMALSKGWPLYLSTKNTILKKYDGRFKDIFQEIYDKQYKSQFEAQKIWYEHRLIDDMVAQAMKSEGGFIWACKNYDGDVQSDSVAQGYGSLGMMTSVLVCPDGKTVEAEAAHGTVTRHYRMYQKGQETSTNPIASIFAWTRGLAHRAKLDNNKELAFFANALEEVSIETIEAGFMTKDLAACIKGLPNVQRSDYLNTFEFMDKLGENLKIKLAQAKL
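IDH1-R132H (0.5 ug/mL) preincubated 30 min with compound, then NADPH (0.016 mM) and alpha-KG (2 mM) added; 80 min at RT, pH 7.5. Remaining NADPH coupled via diaphorase/resazurin to fluorescence (540/590 nm); concentration-response curves normalized to no-enzyme control.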
TrxR1 substrate: substrates of rat thioredoxin reductase 1; AID 588456; Potency, µM (doses to about 114 µM), for the others: top-dose activity change, negative = substrate turnover; purified TrxR1 substrate turnover, NADPH consumption readout; 390,000 tested, 0.01% active; note: potency is the fitted concentration of half-maximal effect; % is set by controls: 0 for no effect and ±100 for the full control effect; nearly all actives have a fitted effect of over 50% in size
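Rat TrxR1, dispensed at 90 nM, was prereduced with 400 uM NADPH (final) for 5 min at ~22 deg C, then incubated with compound 15 min before 400 uM selenite. A first-read NADPH fluorescence drop versus no-compound background flagged substrates.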
D2 antag: D2 dopamine receptor (human) antagonism; 340,000 tested, 2% active; AID 485344; HEK293 TREx D2 cells, calcium flux, dopamine EC80; inhibition, % at 10 µM; in the data active = inhibition above about 30%; note: 0% is about no effect
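Overnight-induced (tetracycline, 30 C) HEK293 T-REx cells carrying force-coupled D2 receive a no-wash calcium dye, then compound, then EC80 dopamine at 180 s; signals are read kinetically throughout.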
rTrxR1 inhibitor: inhibitors of rat thioredoxin reductase 1; Potency, µM (doses to about 114 µM), for the others: at the top dose activity change, negative = inhibition, actives largely listed as inhibitors; O89049; recombinant rTrxR1, NADPH fluorescence consumption, selenite substrate; AID 588453; 390,000 tested, 1% active; note: potency is the fitted concentration of half-maximal effect; % is set by controls: 0 for no effect and ±100 for the full control effect; nearly all actives have a fitted effect of over 65% in size
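Rat TrxR1 (90 nM in the dispensed reagent) was pre-reduced with 400 uM NADPH for 5 min at room temperature, then incubated with compound for 15 min. After 400 uM selenite was added, NADPH fluorescence (Ex 340/Em 450 nm) was followed for 8 min.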
TRHR agonist: TRH receptor (human) agonism. P34981. TRHR cells, calcium flux fluo-8, FDSS agonist mode. activation, % at 2 µM. 360,000 tested, 0.18% active; in the data active = activation above about 30%; note: 0% is about no effect
Target sequence (P34981 whole entry, looked up): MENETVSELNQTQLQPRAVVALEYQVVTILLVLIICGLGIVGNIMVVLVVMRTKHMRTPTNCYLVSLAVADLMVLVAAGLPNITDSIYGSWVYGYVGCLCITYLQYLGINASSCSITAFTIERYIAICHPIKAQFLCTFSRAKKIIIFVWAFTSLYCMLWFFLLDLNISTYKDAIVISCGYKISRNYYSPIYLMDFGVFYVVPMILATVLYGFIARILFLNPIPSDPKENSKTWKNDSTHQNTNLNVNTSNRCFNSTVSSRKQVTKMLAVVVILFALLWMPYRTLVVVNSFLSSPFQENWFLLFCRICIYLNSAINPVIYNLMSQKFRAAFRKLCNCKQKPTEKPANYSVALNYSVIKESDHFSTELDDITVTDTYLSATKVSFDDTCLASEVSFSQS
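TRHR-expressing cells loaded with fluo-8 calcium dye; 23 nL library compound pin-transferred, kinetic FDSS fluorescence (Ex 480/Em 530) recorded about 180 s for agonist-induced calcium release, before a 10 nM TRH EC20 addition for potentiator mode.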
Pin1 inh: blocks the human prolyl isomerase Pin1 | Pin1 FP peptide displacement, HiFluor488, 10 min | Q13526 | 390,000 tested, 0.009% active | Potency, µM (highest dose often 115 µM), for the others: at the highest dose activity, negative = inhibition, actives largely listed as inhibitors | AID 504891; active = well fitted inhibition curve with a large enough effect in the polarisation, with a control signal flat, not every such curve was filed as active; inconclusive = small, poorly fitted or top-dose-only effect, or effect the other way, or a change in a side signal; inactive = no such curve, though single readings can be large or run the other way; the % refers to the polarisation; note: potency is the fitted concentration of half-maximal effect; % is set by controls: 0 for no effect and ±100 for the full control effect
Target sequence (Q13526 whole entry, looked up): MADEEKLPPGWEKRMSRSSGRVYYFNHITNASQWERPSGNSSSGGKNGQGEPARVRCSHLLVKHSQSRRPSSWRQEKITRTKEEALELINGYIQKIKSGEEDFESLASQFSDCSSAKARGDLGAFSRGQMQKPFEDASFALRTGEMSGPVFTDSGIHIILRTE
D2 agonist: activates the human D2 dopamine receptor; P14416; HEK293 T-REx D2 cells, calcium flux agonist mode; activation, % at 2 µM; 340,000 tested, 0.53% active;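 active = activation over 3 SD above normal in the single-dose calcium agonist read, cut at about 30% in these data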; note: 0% is about no effect
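Agonism is scored from calcium flux in a force-coupled, inducible HEK293 cell line expressing D2, read kinetically for 180 s after compound addition against dopamine controls.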
TRHR PAM: allosterically enhances the human TRH receptor; P34981; TRHR cells, fluo-8 calcium fluorescence, EC20 TRH enhancement; enhancement, % at 2 µM; 360,000 tested, 0.66% active; in the data active = enhancement above about 30%; note: 0% is about no effect
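Enhancer read-out: after compound pinning and an initial kinetic agonist-mode read, an EC20 of TRH (10 nM final) was injected and fluo-8 calcium signal (Ex 480/Em 530) followed at 1 s/cycle for 100 cycles in TRHR-expressing cells.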
USP1 inh: USP1/UAF1 (human) deubiquitinase inhibition | O94782 | recombinant USP1/UAF1, Ub-Rhodamine cleavage fluorescence | Potency, µM (top dose mostly 57.1 µM), inactives show at the highest dose activity change, negative = inhibition, most hits filed as inhibitors | 390,000 tested, 0.23% active | AID 743255; note: potency is the fitted concentration of half-maximal effect; % is set by controls: 0 for no effect and ±100 for the full control effect; nearly all actives have a fitted effect of over 60% in size; inactives centre near -12
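Step one: compound is pinned into 1nM USP1/UAF1 in HEPES pH 7.8 buffer with TCEP. Step two: 15 min room-temperature incubation. Step three: Ub-Rho (150nM final) starts cleavage, tracked by fluorescence over six one-minute reads.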
Starred values were filed as active, the others as inactive; ? = inconclusive; . = not tested or not shown; & = joins results of further samples; [ ] = another dose, or the depositor's remark. Unless noted, calls come from the whole dose curve; as a rule, active = well fitted inhibition curve with a large enough effect; inconclusive = small, poorly fitted or top-dose-only effect; inactive = no such curve, though single readings can be large or run the other way. Not all compounds are listed; the hit share may differ from the screen's.

SMILES	mIDH1 inhibitor	TrxR1 substrate	D2 antag	rTrxR1 inhibitor	TRHR agonist	Pin1 inh	D2 agonist	TRHR PAM	USP1 inh
Cc1ccc2c(c1)N(CC(=O)NC1CCC(C)CC1)C(=O)c1cccnc1O2 (stereo unspecified)	-7%	10%[57.1 µM]	14	10%[57.1 µM]	-0.8	3%	0.3	-7	-13%
Cc1ccccc1NC(=S)NCC1CCN(C(C)c2ccccc2)C1 (stereo unspecified)	5%	5%	9	-13%	-0.9	7%	-0.8	1	1%
Cc1csc(NC(=O)COCC(=O)O)c1-c1nc2ccccc2s1	15%	7%[57.1 µM]	-4	19%[57.1 µM]	-0.2	?	-0.4	-1	?
O=C(CN1CCN(c2ccccn2)CC1)Nc1cc(C(F)(F)F)ccc1Cl	8%	-6%[57.1 µM]	-3	6%[57.1 µM]	0.1	-9%	2.2	1	?
O=C(O)CCCn1c(=S)[nH]c2c(sc3ccc([N+](=O)[O-])cc32)c1=O	-2%	-2%	0	?	-0.4	-19%	6.6	8	-7%
Cc1c(CCC(=O)NCCCn2ccnc2)c(=O)oc2cc3oc4c(c3cc12)CCCC4	-5%	9%[57.1 µM]	-13	6%[57.1 µM]	2.1	-5%	0.8	-8	-5%
Cc1ccc(NC(=O)COC(=O)CCC2CCCC2)cc1S(=O)(=O)N1CCOCC1	7%	-6%[2.29 µM]	.	-11%[2.29 µM]	.	-4%	.	.	-26%
Cc1ccc(C)c(N(CC(=O)N2CCCCCC2)S(C)(=O)=O)c1	0%	2%	-6	10%	-0.1	3%	-0.2	7	-18%
CCOC(=O)N1CCC(NC(=O)c2oc3c(C)c(C)ccc3c2C)CC1	3%	-9%	.	-8%	.	-3%	.	.	-26%
O=C(NCCCN1CCc2ccccc2C1)Nc1ccc(Br)cc1	-2%	-4%	31*	?	1.1	11%	0.1	-1	-8%
COc1ccc(CCN(C)Cc2ccc(C(=O)Nc3ccccc3)cc2)cc1OC	-13%	-1%	6	5%	1.1	1%	0.1	4	-12%
Cc1ccc(C)c(NC(=O)COC(=O)c2ccc3c(c2)OCO3)c1	-13%	0%	12	1%	0.0	10%	-0.3	-3	-16%
CN(C(=O)c1cccc(C#N)c1)c1nnc(-c2ccncc2)s1	10%	11%	-9	25%	0.3	6%	0.3	-2	-4%
CSc1cccc(NC(=O)N2CCN(c3cc(-c4noc(C)n4)ccc3C)CC2)c1	-5%	-9%[57.1 µM]	.	-12%[57.1 µM]	-0.2	-1%	0.6	0	-14%
CC1CN(C(=O)c2ccc(NS(=O)(=O)c3ccc(F)c(F)c3)cc2)CC(C)O1 (stereo unspecified)	-4%	-3%	12	0%	0.9	1%	-0.9	-9	2%
O=C(/C=C/c1ccccc1)Nc1ccc(S(=O)(=O)N2CCOCC2)cc1	8%	-5%	.	4%	.	2%	.	.	-15%
Cc1ccc(-c2nc3n(n2)C(=O)CC(c2ccc(Cl)cc2)S3)cc1 (stereo unspecified)	-11%	4%	.	8%	-0.1	-8%	-1.9	4	-20%
CCn1c(C)nc2cc(C(=O)NNC(=O)c3ccc(C)cc3)ccc21	1%	-2%	-10	2%	-0.3	-1%	0.6	0	-27%
Cc1ccc([N+](=O)[O-])cc1-c1ccc(/C=N/NC(=O)CN2CCOCC2)o1	3%	-6%	-20	12%	0.2	-10%	0.0	-1	-21%
COc1cc(Cl)c(NC(=O)CN2C(=O)c3cccnc3Sc3ccccc32)c(OC)c1	.	0%	.	9%	-0.5	11%	0.2	-7	-22%
Cc1ccc(-c2nnn(CC(=O)NCC3COCCO3)n2)o1 (stereo unspecified)	1%	6%	1	10%	-0.2	-3%	0.7	0	-16%
COc1cc(/C=N/NS(=O)(=O)c2ccc(C(C)(C)C)cc2)cc([N+](=O)[O-])c1O	-8%	-5%[57.1 µM]	8	6%[57.1 µM]	0.9	5%	0.4	-1	-3%
C=C(C)Cn1c(C2CC(=O)N(Cc3ccccc3)C2)nc2ccccc21 (stereo unspecified)	-2%	-8%	12	12%	-0.7	-3%	0.2	-11	-8%
Cc1cnc(C(=O)NCc2ccc(Cl)cc2Cl)cn1	4%	-12%[57.1 µM]	-4	26%[57.1 µM]	0.2	0%	-0.6	-2	-6%
CCCC(C)C(=O)NCc1ccncc1 (stereo unspecified)	2%	-2%	4	-1%	-0.6	-3%	0.6	-3	-6%

Some of the entries above, set out differently.
> O=C(O)CCCn1c(=S)[nH]c2c(sc3ccc([N+](=O)[O-])cc32)c1=O
- mIDH1 inhibitor = -2%
- TrxR1 substrate = -2%
- D2 antag = 0
- rTrxR1 inhibitor = ?
- TRHR agonist = -0.4
- Pin1 inh = -19%
- D2 agonist = 6.6
- TRHR PAM = 8
- USP1 inh = -7%
> Cc1c(CCC(=O)NCCCn2ccnc2)c(=O)oc2cc3oc4c(c3cc12)CCCC4
- mIDH1 inhibitor = -5%
- TrxR1 substrate = 9%[57.1 µM]
- D2 antag = -13
- rTrxR1 inhibitor = 6%[57.1 µM]
- TRHR agonist = 2.1
- Pin1 inh = -5%
- D2 agonist = 0.8
- TRHR PAM = -8
- USP1 inh = -5%

(more compounds)
SMILES	mIDH1 inhibitor	TrxR1 substrate	D2 antag	rTrxR1 inhibitor	TRHR agonist	Pin1 inh	D2 agonist	TRHR PAM	USP1 inh
C=CCSc1nc(-c2ccccc2)c(C#N)c(=O)[nH]1	-1%	10%	.	4%	0.5	3%	.	0	-13%
CC1(C)CC(=O)C2=C(C1)N(Cc1cccnc1)C(=O)C2(NC(=O)C1CC1)C(F)(F)F (stereo unspecified)	2%	0%	-12	19%	0.2	-15%	1.1	0	-1%
O=C1Nc2ccc(S(=O)(=O)N3CCOCC3)c3cccc1c23	9%	72%[activator]	15	22%	-0.2	4%	-0.3	-2	-7%
COc1ccc(CNC(=O)Nc2ccc(OC)cc2)cc1	15%	13%	11	25%	-0.5	-7%	0.4	6	0%
Nc1ccccc1-c1nnn(CC(=O)N2CCCc3ccccc32)n1	-1%	-8%	.	20%	-0.1	1%	.	2	-4%
CC(C(=O)OCC(=O)c1ccc(Br)cc1)N1C(=O)C2C3CCC(C3)C2C1=O (stereo unspecified)	-6%	-2%	14	16%	0.2	1%	-0.6	26	-12%
C=CCOc1ccc2nnc(C)n2n1	1%	14%	4	31%	0.2	-8%	2.4	-2	-4%
CCOc1ccccc1CNC(=O)CN1C(=O)CSc2ccc(S(=O)(=O)N3CCOCC3)cc21	-3%&-22%	-3%	5	16%	-0.1&-0.9	-10%&-1%	-1.1&2.6	-6&-4	?
O=c1[nH]c2ccc(S(=O)(=O)Nc3ccc(Br)cc3)cc2[nH]1	6%	-3%	-8	1%	0.6	1%	0.7	1	-23%
CC(C)c1ccc(OCC(=O)NC2CC(C)(C)NC(C)(C)C2)c(Br)c1	18%	8%	-1	22%	0.7	-3%	1.0	-5	-24%
Cc1ccccc1C(=O)NC(=S)Nc1ccc(N2CCOCC2)cc1	0%	-12%	-3	56µM*	0.5	6%	2.8	-6	-16%
C=CCN1C(=O)NC(c2ccc(OC)cc2)(C(F)(F)F)S/C1=C(\C#N)c1nnc(N2CCOCC2)n1-c1ccccc1 (stereo unspecified)	-2%	1%[57.1 µM]	5	-6%[57.1 µM]	0.6	7%	2.8	6	-15%
CCOC(=O)c1cnc2c(cnn2C)c1Oc1ccc(OC)cc1	13%	0%	1	6%	0.2	-1%	-0.4	3	-13%
Cc1ccc(C(=O)NC2CCN(C(=O)NCc3ccccc3)CC2)cc1	-8%	10%[0.0914 µM]	.	-1%[57.1 µM]	0.1	-5%	.	6	-13%
O=C(NNS(=O)(=O)c1ccccc1)C1CCN(S(=O)(=O)c2ccc(Cl)cc2)CC1	0%	-4%	-5	6%	0.2	-7%	0.4	-1	-24%
Cc1cccc(S(=O)Cc2ccc(C(=O)NC3CCN(Cc4ccccc4)CC3)o2)c1 (stereo unspecified)	-1%	-2%	44*	?	0.4	2%	0.3	12	-22%
O=C(O)C(CCC(C(=O)O)c1ccccc1)c1ccccc1 (stereo unspecified)	-3%	-13%	.	-18%	.	-8%	.	.	-8%
Cc1cc(C)cc(C(=O)NCC(=O)OCC(=O)N(C)c2ccccc2)c1	-1%	-11%	-8	17%[57.1 µM]	0.6	-5%	7.0	-9	1%
COc1ccc(/C=N/NC(=O)CCn2cnc(-c3ccccc3)c2-c2ccccc2)cc1OC	-1%	-11%	-1	-8%	-0.3	-2%	-0.3	0	-22%
COc1ccc(NC(=O)c2ccc(Cl)c(S(=O)(=O)N3CCc4ccccc4C3)c2)cn1	7%	-7%	-8	2%	1.4	-17%	2.8	1	?
CCCCn1c(SCC(=O)c2ccc(O)cc2O)nc2cc(S(N)(=O)=O)ccc21	0%	2%	32*	21%	0.1	2%	0.6	-5	-24%
COc1cccc(-c2nc(CS(=O)(=O)CC(=O)NCCCN3CCc4ccccc4C3)c(C)o2)c1	0%	-14%	10	-17%	0.1	-1%	-1.4	-5	-7%
O=C(COC(=O)c1cc([N+](=O)[O-])ccc1N1CCOCC1)c1ccc(F)cc1	3%	0%	-9	19%	-0.1	7%	-0.6	6	-10%
CC(=O)Nc1ccc(C2=CC(=O)C[C@H](c3ccc4c(c3)OCO4)C2)cc1	-6%[38.3 µM]	-4%	11	16%	0.6	?	-0.1	1	-28%
CC[C@@H](C)[C@H](NC(=O)Cc1c(C)c2cc3c(C)c(C)oc3c(C)c2oc1=O)C(=O)O	5%	4%	6	8%	0.6	1%	0.3	7	-15%
COc1ccc(CCNC(=O)CCCn2c(=O)c3ccccc3n(CC(=O)Nc3cccc(C)c3)c2=O)cc1OC	-8%	8%	.	18%	-1.2	?	-0.3	-6	-23%
CCC(=O)N1CCc2cc(S(=O)(=O)CCC(=O)Nc3ccc(C)cn3)ccc21	-5%	-4%	64*	13%	0.1	-1%	57*	0	-10%
COC(=O)C1=C(C)N(Cc2ccco2)C(=O)N[C@@H]1c1ccccc1	21%	-8%	11	-23%	-0.6	-7%	-0.2	-2	6%
CC(C)Cc1nc(Cl)c(C#N)c2c1CCCC2	0%	-6%	21	-2%	2.3	5%	-0.7	6	-22%

Bioassay records (PubChem)
